Compound activity as filed in PubChem.
PAFAH1B3 FP inh: PAFAH1B3 enzyme inhibitors, primary screen, biochemical, fluorescence polarization, human; Platelet-activating factor acetylhydrolase IB subunit alpha1 (Homo sapiens), Q15102; recombinant PAFAH1B3, FP-rhodamine probe; inhibition, % at 3.39 µM; 340,000 compounds, 0.28% hits;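 active = inhibition above the screen-wide average of all tested compounds plus 3 SD, cut at about 25% in these data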;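 note: 0% = enzyme with DMSO only and 100% = wells lacking PAFAH1B3 protein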
Target sequence (Q15102 whole entry, looked up): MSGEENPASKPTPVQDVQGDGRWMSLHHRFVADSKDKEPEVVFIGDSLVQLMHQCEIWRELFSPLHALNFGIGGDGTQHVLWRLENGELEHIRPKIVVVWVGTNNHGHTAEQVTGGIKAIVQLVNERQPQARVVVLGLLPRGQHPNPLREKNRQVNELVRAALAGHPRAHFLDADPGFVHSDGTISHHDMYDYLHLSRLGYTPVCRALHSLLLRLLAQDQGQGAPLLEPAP
PREPL inhibitor: PREPL enzyme inhibitors, primary screen, biochemical, fluorescence polarization; Prolyl endopeptidase-like (Homo sapiens), Q4J6C6; recombinant PREPL, fluorescence polarization activity-based probe; inhibition, % at 5.96 µM; 320,000 compounds, 0.68% hits; in the data active = inhibition above about 43%;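 note: 0% = enzyme with DMSO and 100% = wells lacking enzyme; many of its hits are not listed in these tables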
PAFAH2 FP inh: PAFAH2 enzyme inhibitors, primary screen, biochemical, fluorescence polarization, human; recombinant PAFAH2, FP-rhodamine activity probe; inhibition, % at 3.39 µM; Platelet-activating factor acetylhydrolase 2, cytoplasmic (Homo sapiens), Q99487; 340,000 compounds, 0.99% hits; AID 492956, 2010;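 active = inhibition above the mean over all tested compounds plus 3 SD, cut at about 30% in these data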;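 note: inhibitors block probe labeling of enzyme so polarization drops; 0% = enzyme with DMSO and 100% = wells lacking PAFAH2 protein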
LYPLA1 counter: LYPLA1 inhibitors, primary screen, counter-screen for PME1 inhibitor project, biochemical, fluorescence polarization, FP-Rh probe ABPP. Acyl-protein thioesterase 1 (Homo sapiens), O75608. recombinant LYPLA1. inhibition, % at 5.9 µM. 320,000 compounds, 0.16% hits. AID 2174, 2009;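 active = inhibition above the mean of all tested compounds plus 3 SD, set per campaign, cut at about 14% in these data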;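 note: inhibitors block serine hydrolase probe labeling of LYPLA1 so polarization falls; 0% = enzyme with DMSO and 100% = wells lacking LYPLA1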
LYPLA2 counter: LYPLA2 inhibitors, primary screen, counter-screen for PME1 inhibitor project, biochemical, fluorescence polarization, FP-Rh probe ABPP | Acyl-protein thioesterase 2 (Homo sapiens), O95372 | recombinant LYPLA2 | inhibition, % at 5.9 µM | 320,000 compounds, 0.38% hits;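 active = inhibition above the screen-wide mean plus 3 SD, limit set per campaign, cut at about 26% in these data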;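 note: 0% = LYPLA2 with DMSO and 100% = wells lacking LYPLA2 enzyme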
Target sequence (O95372 whole entry, looked up): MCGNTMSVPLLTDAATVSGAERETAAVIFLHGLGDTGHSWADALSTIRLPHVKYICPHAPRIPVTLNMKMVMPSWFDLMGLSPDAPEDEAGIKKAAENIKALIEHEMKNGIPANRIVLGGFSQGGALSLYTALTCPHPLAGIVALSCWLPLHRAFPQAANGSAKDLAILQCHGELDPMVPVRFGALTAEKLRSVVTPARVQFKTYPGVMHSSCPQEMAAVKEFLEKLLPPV
PAD4 inh: human PAD4 inhibitors, primary screen, biochemical, fluorescence polarization, 1536-well format; recombinant PAD4, RCA probe fluorescence polarization; 330,000 compounds, 0.41% hits; inhibition, % at 6.36 µM; Protein-arginine deiminase type-4 (Homo sapiens), Q9UM07;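 active = percent inhibition above a cutoff equal to the mean of all tested compounds plus 3 SD, cut at about 15% in these data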;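 note: 0% = PAD4 with RCA probe and DMSO and 100% = probe without PAD4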
EBNA-1 inh: EBNA-1 DNA-binding inhibitors, primary screen, biochemical, fluorescence polarization. inhibition, % at 14.8 µM. 300,000 compounds, 0.34% hits; in the data active = inhibition above about 28%
GSTO1 inh: inhibitors of recombinant GSTO1, primary screen, counter-screen for RBBP9 inhibitor project, biochemical, fluorescence polarization; Glutathione S-transferase omega-1 (Homo sapiens), P78417; activity-based probe fluorescence polarization; inhibition, % at 5.96 µM; 300,000 compounds, 1.1% hits;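 active = inhibition above the campaign mean inhibition plus 3 SD, cut at about 35% in these data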;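 note: 0% = GSTO1-1 with DMSO and 100% = wells lacking GSTO1-1 enzyme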
Target sequence (P78417 whole entry, looked up): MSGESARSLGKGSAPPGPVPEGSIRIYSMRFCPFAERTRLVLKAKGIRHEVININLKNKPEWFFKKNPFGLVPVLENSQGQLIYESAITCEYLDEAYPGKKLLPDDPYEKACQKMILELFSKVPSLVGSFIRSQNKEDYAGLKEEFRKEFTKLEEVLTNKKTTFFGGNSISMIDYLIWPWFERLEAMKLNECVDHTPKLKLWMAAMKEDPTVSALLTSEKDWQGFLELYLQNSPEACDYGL
ZTA counter: blocks Epstein-Barr virus ZTA, an EBNA-1 counter-screen; ZTA-DNA binding, fluorescence polarization; inhibition, % at 11 µM; 320,000 compounds, 0.15% hits; AID 2234; in the data active = inhibition above about 33%
Target sequence (P03206 whole entry, looked up): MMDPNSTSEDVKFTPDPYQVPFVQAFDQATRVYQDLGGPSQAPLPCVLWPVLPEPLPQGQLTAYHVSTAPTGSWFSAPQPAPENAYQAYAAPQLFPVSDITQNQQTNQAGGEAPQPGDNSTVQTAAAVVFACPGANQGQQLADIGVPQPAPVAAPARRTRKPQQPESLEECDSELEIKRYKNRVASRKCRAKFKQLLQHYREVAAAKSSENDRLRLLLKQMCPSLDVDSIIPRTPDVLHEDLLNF
Active calls of the source: *; . = not tested or not shown. Not all compounds are listed; count on the stated rates, not on these rows.

SMILES	PAFAH1B3 FP inh	PREPL inhibitor	PAFAH2 FP inh	LYPLA1 counter	LYPLA2 counter	PAD4 inh	EBNA-1 inh	GSTO1 inh	ZTA counter
COc1ccc(C)cc1NC(=O)COC(=O)Cc1ccc(-c2ccccc2)cc1	-4	9	-1	-3	-3	-8	-10	3	-7
O=C(CNC(=O)N1CC(=O)Nc2ccccc21)NCCc1ccc(Cl)cc1	8	0	7	-1	6	5	-6	6	3
COc1ccc(OC)c(S(=O)(=O)N2CCCC(C(=O)NCCc3ccccc3)C2)c1 (stereo unspecified)	8	9	6	-3	3	1	-2	6	-17
COC(=O)c1ccccc1NC(=O)CN(C1CCCCC1)S(C)(=O)=O	2	0	-12	-2	-4	-4	11	-2	16
CC(=O)c1ccccc1N(C(=O)c1ccco1)C(C(=O)NC1CCCC1)c1ccc(C)cc1 (stereo unspecified)	-5	11	-15	3	3	0	10	2	-6
CCOc1ccc(N(CC(=O)NCCc2ccc(OC)cc2)S(C)(=O)=O)cc1	9	-6	9	1	4	-5	-8	8	1
Cc1cc(C)c(Cn2c3ccccc3c3cnn(CC(=O)NCc4ccccn4)c(=O)c32)c(C)c1	6	0	5	-1	-1	-2	-4	0	-12
O=C(c1ccccc1F)N(Cc1ccccc1)C1CCS(=O)(=O)C1 (stereo unspecified)	10	3	-13	2	3	-2	-2	3	0
COc1ccc(N2C(=O)C(Cl)=C(Nc3ccccc3OC)C2=O)cc1	8	-2	4	0	0	2	3	8	15
CCC(C)C1Nc2ccc(C(=O)NCc3ccc4c(c3)OCO4)cc2NC1=O (stereo unspecified)	2	7	-3	-2	-7	-2	3	30	2
CCOc1ccc2nc(C)cc(C(=O)O)c2c1	-6	3	8	0	1	6	4	2	10
O=C(Nc1cc(C(F)(F)F)ccc1N1CCOCC1)c1c(F)c(F)c(F)c(F)c1F	-6	8	9	0	0	0	-1	7	6

The closing two records of the section above lead into the next.
SMILES	PAFAH1B3 FP inh	PREPL inhibitor	PAFAH2 FP inh	LYPLA1 counter	LYPLA2 counter	PAD4 inh	EBNA-1 inh	GSTO1 inh	ZTA counter
CCOc1ccc2nc(C)cc(C(=O)O)c2c1	-6	3	8	0	1	6	4	2	10
O=C(Nc1cc(C(F)(F)F)ccc1N1CCOCC1)c1c(F)c(F)c(F)c(F)c1F	-6	8	9	0	0	0	-1	7	6
O=C(C[C@H]1C/C=C\CC[C@@H](Cc2ccc(F)cc2)C(=O)O[C@H](c2ccccc2)CNC1=O)N[C@H](CO)Cc1ccccc1	6	18	2	.	.	-3	.	.	.
Nc1c(-c2ccccc2)n[nH]c1-c1ccccc1	4	11	-1	1	-4	-3	-1	6	-3
CCc1ccc(C(C)NC(=S)NCc2ccc(F)cc2)cc1 (stereo unspecified)	8	6	-5	-3	3	3	4	7	-13
O=C(Nc1ccc(F)cc1Cl)c1ccc2c(=O)n3c(nc2c1)CCC3	2	7	-8	-5	-7	-1	-15	-13	-5
ON1C2CCCCC2N(O)C1c1c(F)c(F)c(F)c(F)c1F (stereo unspecified)	0	-7	-3	0	1	0	-2	-2	-6
CCOC(=O)CSc1nc(C(C)C)nc2ccccc12	11	-2	7	0	-1	0	-3	-22	0
CCCC[N+](CC#Cc1ccccc1)(CCCC)CCCS(=O)(=O)[O-]	13	-5	-1	0	-3	-2	-5	-4	6
COc1ccc(OCC(=O)NCCc2ccc(S(N)(=O)=O)cc2)cc1	13	0	9	-2	1	0	3	-4	9
COc1ccccc1NC(=O)C(C)OC(=O)C1CCC(C(C)(C)C)CC1 (stereo unspecified)	-4	-6	1	0	-2	-10	-9	-8	1
CC1(C)CC(=O)c2c(nc(SCC(=O)Nc3nsc(-c4ccccc4)n3)c(C#N)c2-c2ccccc2)C1	4	37	-5	-9	-7	9	7	-27	13
Cc1ccccc1NS(=O)(=O)c1ccc(C(=O)NCC(c2ccco2)N(C)C)cc1 (stereo unspecified)	-5	12	2	1	2	-4	3	9	-2
COc1ccc(NC(=O)CC(C)NCCCN2CCCC2=O)cc1 (stereo unspecified)	11	3	0	1	-5	-2	12	-5	2
CCOC(=O)c1cc(-c2ccccc2)sc1NC(=O)C(C)Sc1nnnn1C (stereo unspecified)	-1	6	-8	-6	-7	-4	-13	-2	12
Cc1ccc(OCCOC(=O)c2cc(S(=O)(=O)N3CCCCC3)ccc2N2CCOCC2)cc1	0	17	2	-1	29*	6	.	.	2
O=C(CCN1C(=O)c2ccccc2S1(=O)=O)Nc1ccc(F)cc1F	6	6	-4	1	4	-5	0	7	-7
CCn1cc([N+](=O)[O-])c(C(=O)N2N=C(c3cccc4ccccc34)CC2c2ccccc2O)n1 (stereo unspecified)	-4	10	-10	-34	-66	-2	-9	-22	-23
O=C(Cn1ccc2ccccc2c1=O)NCCC(=O)Nc1ccc2c(c1)OCCO2	8	6	-1	0	8	-3	3	1	6
CC(C)C(=O)Nc1nc2c(c(=O)[nH]1)CCCC2	.	1	.	2	4	0	8	4	8
CN1CCN(C(=O)C2CCN(c3ncc(C(F)(F)F)cc3Cl)CC2)CC1	0	5	3	2	-1	-2	2	2	-8
COc1ccc(/C=C(\C#N)C(=O)N2CCOCC2)cc1Br	8	4	9	0	-1	-2	11	4	5
COc1cc(/C=N/O)cc(Br)c1OCc1cccc(Cl)c1	-11	-12	-3	-11	-10	-2	1	-12	3
CCc1sc(N)nc1-c1ccccc1	-7	16	-2	-2	0	1	-8	-5	4
Cc1cc(NC(=O)C(C)SCC(=O)OCc2ccc([N+](=O)[O-])cc2)no1 (stereo unspecified)	-1	6	6	-1	-3	-2	10	-3	12
O=C(NNC(=O)c1cccs1)c1ccc(Br)o1	4	1	-6	0	3	2	-4	4	7
Clc1cccc(C2CCN(Cc3nc(CC4CC4)no3)C2)c1 (stereo unspecified)	6	4	2	-2	-2	0	-6	-6	6
Oc1c(Cl)cc(Cl)cc1C=Nc1ccc(Br)cc1	3	5	6	-1	-4	-5	4	4	5
Cc1cc([N+](=O)[O-])nn1CC(=O)Nc1nc2ccccc2s1	-2	-2	-10	-1	-2	-6	-3	-2	-4
Cc1ccc(C)c(CN2CCC(CNC(=O)Nc3ccc(Cl)cc3)CC2)c1	8	21	1	-2	-1	-3	-1	-1	-6
Cc1c(C(=O)Nc2nccs2)sc2nc(-c3cccs3)cc(C(F)(F)F)c12	-3	4	-7	-4	-5	0	7	-17	10
O=C(CCc1ccccc1)Nc1ccnn1C1CCN(Cc2ncc[nH]2)CC1	4	6	-1	1	-2	0	-7	-10	-5
CCOc1ccc2nc(-c3cc(NC(C)=O)ccc3O)sc2c1	-2	4	-8	-2	0	-1	10	6	2
OCC1(CO)COC(CCc2ccccc2)=N1	11	0	1	-1	0	-3	-5	10	-9
COC(=O)N/N=C1\CCCc2ccccc21	4	10	-1	0	3	4	1	5	-9
Cc1ccc(-c2csc(NC(=O)c3ccno3)n2)cc1	4	-6	4	-9	-5	-10	-4	14	-7
O=C(NCC1CCCO1)C1CC(=O)N(c2ccc(Cl)cc2)C1 (stereo unspecified)	9	-3	-13	3	5	-1	5	-3	-10
CC(C)(C)C(=O)Nc1ccccc1C(=O)OCC(=O)c1ccc2c(c1)OCCO2	1	-2	-8	0	-5	-2	-6	0	-15

12 entries from above, arranged by heavy-atom count, highest first:
SMILES	PAFAH1B3 FP inh	PREPL inhibitor	PAFAH2 FP inh	LYPLA1 counter	LYPLA2 counter	PAD4 inh	EBNA-1 inh	GSTO1 inh	ZTA counter
CC(C)(C)C(=O)Nc1ccccc1C(=O)OCC(=O)c1ccc2c(c1)OCCO2	1	-2	-8	0	-5	-2	-6	0	-15
O=C(CCc1ccccc1)Nc1ccnn1C1CCN(Cc2ncc[nH]2)CC1	4	6	-1	1	-2	0	-7	-10	-5
Cc1ccc(C)c(CN2CCC(CNC(=O)Nc3ccc(Cl)cc3)CC2)c1	8	21	1	-2	-1	-3	-1	-1	-6
CN1CCN(C(=O)C2CCN(c3ncc(C(F)(F)F)cc3Cl)CC2)CC1	0	5	3	2	-1	-2	2	2	-8
CCOc1ccc2nc(-c3cc(NC(C)=O)ccc3O)sc2c1	-2	4	-8	-2	0	-1	10	6	2
Clc1cccc(C2CCN(Cc3nc(CC4CC4)no3)C2)c1 (stereo unspecified)	6	4	2	-2	-2	0	-6	-6	6
COc1cc(/C=N/O)cc(Br)c1OCc1cccc(Cl)c1	-11	-12	-3	-11	-10	-2	1	-12	3
Cc1ccc(-c2csc(NC(=O)c3ccno3)n2)cc1	4	-6	4	-9	-5	-10	-4	14	-7
Oc1c(Cl)cc(Cl)cc1C=Nc1ccc(Br)cc1	3	5	6	-1	-4	-5	4	4	5
OCC1(CO)COC(CCc2ccccc2)=N1	11	0	1	-1	0	-3	-5	10	-9
COC(=O)N/N=C1\CCCc2ccccc21	4	10	-1	0	3	4	1	5	-9
CCc1sc(N)nc1-c1ccccc1	-7	16	-2	-2	0	1	-8	-5	4

Continued:
SMILES	PAFAH1B3 FP inh	PREPL inhibitor	PAFAH2 FP inh	LYPLA1 counter	LYPLA2 counter	PAD4 inh	EBNA-1 inh	GSTO1 inh	ZTA counter
O=C(Cn1c(-c2ccccn2)nc2ccccc21)NCCN1CCOCC1	11	2	-5	5	3	1	-17	98*	-18
Cc1ccc(C)c(NC(=O)CN(C)C(C)C(=O)N2CCCC2)c1 (stereo unspecified)	7	15	3	.	.	2	.	.	.
CS(=O)(=O)N1CCc2cc(C(=O)N3CCCC3)ccc21	16	-1	2	2	6	-1	-9	8	-6
NC(=O)c1ncn([C@@H]2O[C@H](CO)[C@@H](O)[C@H]2O)n1	-1	5	4	-3	-1	0	-7	4	-3
Cc1cccc(NC(=O)CN(c2ccc(F)cc2)S(C)(=O)=O)c1	17	-11	0	-1	1	0	-1	2	-7
CC(=O)c1c(C)[nH]c(C(=O)OCC(=O)Nc2cc(C)on2)c1C	-2	4	20	4	3	5	-11	-3	-20
Cc1cccc(NS(=O)(=O)c2ccc(C)c(C(=O)NCc3cccnc3)c2)c1	8	9	1	.	.	-3	.	.	.
COc1ccccc1S(=O)(=O)Nc1ccc(-c2nnc3n2CCCCC3)cc1	1	10	12	3	10	0	10	12	6
COc1ccc(C(=O)Nc2ccccc2-c2nnn(CC(=O)N3CCOCC3)n2)cc1	3	0	2	-1	1	-3	13	3	1
Cc1ccc(/C=C/C(=O)O)cc1S(=O)(=O)N1CCc2ccccc21	5	-6	5	2	-4	0	-3	-8	-7
COc1cccc(C(C(=O)NC2CCCCC2)N(CC2CCCO2)C(=O)CNC(=O)c2ccco2)c1 (stereo unspecified)	-6	-2	3	-2	3	0	2	4	3
CCOC(=O)COc1nc(-c2ccc(Cl)cc2)cc(-c2ccco2)c1C#N	5	3	-1	-3	-5	-2	-5	-7	-10
